Screening results: PubChem BioAssay, several laboratories
AHR activator = activators of human aryl hydrocarbon receptor. activation, % at 5 µM. AHR-responsive luciferase reporter cells, luminescence. actives 2.5% (n = 320,000). P35869; in the data active means activation above about 47%;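 further: 0% = vehicle wells and 100% = reference agonist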
CIT2 TOR yeast = modulators of TOR pathway CIT2-GFP in S. cerevisiae | AID 2029 | actives 0.065% (n = 320,000) | S. cerevisiae CIT2-GFP strain, flow cytometry, 3 h; 100 means same as DMSO wells | GFP response vs DMSO, % at 10 µM;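 active means GFP response relative to DMSO above a set limit, near the screen mean plus 3 SD, cut at about 150% in these data; inconclusive means Fewer than 70 cells measured for a yeast strain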;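 further: ratio of well median GFP fluorescence to mean of DMSO wells on the plate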
procasp3 activ = activators of human procaspase-3; actives 0.11% (n = 330,000); P42574; AID 463141; activation, % at 8.5 µM; recombinant procaspase-3 D3A, Ac-DEVD-pNA absorbance 405 nm;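 active means activation above the mean of all tested compounds plus 3 SD, cut at about 21% in these data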;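 further: 0% = DMSO alone and 100% = DMSO wells spiked with extra 5 µM PC-3 D3A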
Target sequence (P42574 whole entry D9A/D28A/D175A): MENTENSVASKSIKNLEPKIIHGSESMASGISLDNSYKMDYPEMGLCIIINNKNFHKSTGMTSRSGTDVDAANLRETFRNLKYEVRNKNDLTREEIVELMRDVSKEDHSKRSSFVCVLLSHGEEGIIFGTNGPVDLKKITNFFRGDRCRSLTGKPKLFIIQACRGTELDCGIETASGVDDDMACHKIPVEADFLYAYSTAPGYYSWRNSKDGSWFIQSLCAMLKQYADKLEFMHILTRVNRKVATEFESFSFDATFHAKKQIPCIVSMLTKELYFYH
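System: Procaspase-3 D3A mutant. Medium: Zinc-free 300 mM NaCl, 50 mM HEPES, 0.01% Triton X-100. Schedule: 1 h preincubation plus 2 h reaction at 25 °C. Measured by: 405 nm absorbance of p-nitroaniline, reads at 0 and 120 min. Read-out: percent activation relative to control range.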
proCasp7 act = counter-screen: procaspase-7 (human) activation. P55210. recombinant procaspase-7, Ac-DEVD-pNA absorbance 405 nm; D23A/D198A/D206A triple mutant, cannot self-cleave; scale: DMSO 0, 5 µM enzyme 100. activation, % at 8.5 µM. actives 0.093% (n = 330,000). AID 463210;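 active means percent activation above the screen-wide mean plus 3 SD, cut at about 25% in these data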
Target sequence (P55210 whole entry D23A/D198A/D206A): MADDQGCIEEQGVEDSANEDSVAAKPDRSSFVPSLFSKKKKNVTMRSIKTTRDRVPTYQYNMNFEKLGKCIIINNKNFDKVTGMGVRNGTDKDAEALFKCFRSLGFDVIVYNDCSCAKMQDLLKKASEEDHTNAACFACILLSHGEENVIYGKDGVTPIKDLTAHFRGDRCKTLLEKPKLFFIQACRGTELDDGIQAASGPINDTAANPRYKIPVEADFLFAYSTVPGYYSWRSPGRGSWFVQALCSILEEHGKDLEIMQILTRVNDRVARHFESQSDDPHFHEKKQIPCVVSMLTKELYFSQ
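System: Uncleavable procaspase-7 mutant enzyme; Amount: 2 µM procaspase-7 mutant as dispensed; Schedule: 1 h compound preincubation, 2 h substrate cleavage, 25 °C; Measured by: 405 nm absorbance of p-nitroaniline; Evaluation: percent activation from buffer-corrected 0–120 min absorbance change; Control set: low DMSO alone, high DMSO plus 5 µM PC-7.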
RPL19A-GFP yeast = yeast TOR pathway RPL19A-GFP modulation. AID 2025. S. cerevisiae RPL19A-GFP strain, flow cytometry, 3 h; hits give low values. percent response vs DMSO, % at 10 µM. actives 0.3% (n = 330,000);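 active means percent response vs DMSO below 50%; inconclusive means fewer than 70 events counted for the yeast strain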;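 further: median channel GFP fluorescence of the barcoded RPL19A-GFP strain; ratio of sample median GFP to plate DMSO average so 100% = DMSO; lower means less RPL19A-GFP as with rapamycin TOR inhibition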
AGP1 TOR yeast = modulators of TOR pathway AGP1-GFP in S. cerevisiae; S. cerevisiae AGP1-GFP multiplex flow cytometry, 3 h; GFP as percent of DMSO wells; GFP response vs DMSO, % at 10 µM; actives 0.02% (n = 320,000); AID 2066;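 active means GFP response relative to DMSO above a set limit, near screen average plus 3 SD, cut at about 150% in these data; inconclusive means fewer than 70 cells counted for the yeast strain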;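 further: median GFP channel fluorescence of the gated AGP1 strain per well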
LAP4 TOR yeast = alters LAP4-GFP fluorescence in TOR pathway yeast screen. S. cerevisiae LAP4-GFP multiplex, flow cytometry GFP, 3 h; median GFP as percent of DMSO wells. GFP response vs DMSO, % at 10 µM. actives 0.34% (n = 320,000). AID 2023;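 active means GFP response vs DMSO above a set limit, about the screen mean plus 3 SD, cut at about 150% in these data; inconclusive means under 70 cell events counted for the yeast strain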
MEP2 TOR yeast = yeast TOR pathway MEP2-GFP modulation | S. cerevisiae MEP2-GFP strain, flow cytometry GFP, 3 h; 100% = DMSO control level | actives 0.51% (n = 330,000) | GFP response vs DMSO, % at 10 µM | AID 2016;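 active means GFP response versus DMSO above a set limit, roughly screen mean plus 3 SD, cut at about 180% in these data; inconclusive means fewer than 70 cells counted for a yeast strain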;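 further: median GFP fluorescence of the barcode-gated MEP2-GFP cells per well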
Active calls of the source: *; ? = inconclusive; · = no result given; [ ] = dose if it differs, or a comment.

SMILES | AHR activator | CIT2 TOR yeast | procasp3 activ | proCasp7 act | RPL19A-GFP yeast | AGP1 TOR yeast | LAP4 TOR yeast | MEP2 TOR yeast
CCc1ccc(N(C(=O)Cn2nnc(-c3ccccc3)n2)C(C(=O)NC2CCCCC2)c2ccccn2)cc1 (configuration not stated) | 25 | 96 | 1 | 8 | 100 | 97 | 101 | 103
COc1ccc(S(=O)(=O)N2CCC(C(=O)N[C@@H](C)C(=O)NCc3cccc(OC)c3)CC2)cc1 | -1 | 106 | 8 | -3 | 98 | 106 | 94 | 98
COc1ccc(C2=NOC3(CC(=O)N(c4ccc(F)cc4)C3=O)C2)c(OC)c1 (configuration not stated) | 4 | 94 | 1 | 2 | 92 | · | 102 | 100
Cc1nc2ccccc2nc1OCC(=O)Nc1ccccc1 | -3 | 95 | -4 | 4 | 103 | 101 | 87 | 99
CC(=O)NC1(NC(C)=O)CCN(C)CC1 | 0 | 101 | 0 | 0 | 94 | 92 | 92 | 104
CC(C)COc1ccc(C(=O)Nc2scc(-c3ccc(Cl)cc3Cl)c2C(N)=O)cc1 | -2 | 86 | -2 | -4 | 99 | 97 | 94 | 99
CC(C)N(C(=O)CSc1nnnn1-c1ccc2c(c1)OCO2)C(C)C | 13 | 97 | -7 | -7 | 101 | 102 | 99 | 100
COc1ccc(C2CC(c3cccs3)=NN2S(=O)(=O)c2ccc(C)cc2)cc1 (configuration not stated) | -1 | 103 | -5 | -1 | 99 | 98 | · | 89
O=C(CSc1ccccc1C(=O)O)NC12CC3CC(CC(C3)C1)C2 | 5 | 95 | -1 | 0 | 99 | 101 | 108 | 101
C[C@@H](NC(=O)[C@@H]1Cc2ccccc2CN1)C(=O)NC1CCCCC1 | 2 | 105 | 7 | -4 | 100 | 106 | 101 | 107
CCOc1ccc(CNC(=O)CCCc2cn(C)c3ccccc23)cc1OC | 3 | 106 | -1 | 2 | 104 | 109 | 112 | 109
Cc1onc(-c2ccccc2)c1C(=O)NCC(O)c1ccccc1 (configuration not stated) | 3 | 111 | 6 | 2 | 99 | 101 | 111 | 98
O=C(Cc1c2ccccc2nc2ccccc12)c1ccccc1 | 28 | 89 | -10 | -9 | 99 | 88 | 89 | 101
Nc1c(C(=O)O)cnc2nc(N3CCOCC3)nn12 | -3 | 105 | 1 | 7 | 105 | 103 | 97 | 106
O=C1NC(=O)/C(=C/c2ccccc2Oc2ccc(Cl)cc2)S1 | 2 | 104 | -1 | 2 | 91 | 91 | 94 | 99
Cc1cc(NC(=O)CSC2=NS(=O)(=O)c3ccccc3N2)no1 | -1 | 106 | 2 | -2 | 97 | 104 | 106 | 103
O=C(CCS(=O)(=O)c1cc(Br)cc2c1N(C(=O)C1CC1)CC2)NCC1CCCO1 (configuration not stated) | 7 | 88 | 1 | 7 | 91 | 87 | 87 | 88
COc1cc(/C=C/C(=O)c2c(O)cc(C)oc2=O)cc(OC)c1O | 6 | 86 | -16 | -18 | 95 | 101 | 129 | 105
N#CC(=C1CCCC1)c1nc(-c2ccc(Cl)cc2)cs1 | 5 | 105 | 2 | -5 | 103 | 95 | 103 | 105
O=[N+]([O-])c1cc(Cl)cc(/C=N/NC(=S)Nc2ccc(S(=O)(=O)N3CCOCC3)cc2)c1O | 5 | 107 | -16 | -26 | 106 | 96 | 108 | 103
Cc1[nH]nc2c1C1(CCOCC1)C(C#N)=C(N)O2 | -1 | 116 | 7 | -3 | · | 118 | 108 | 112
O=c1[nH]n(-c2ccc(Cl)cc2)c2ncccc12 | 5 | 97 | -4 | 14 | 105 | 95 | 97 | 102
CCCC(=O)Nc1ccc(S(=O)(=O)N2CCCC2)cc1 | 1 | 102 | 1 | 9 | 103 | 109 | 99 | 103
COc1cnc(-c2ccccn2)nc1Sc1ccccc1 | 2 | 96 | -13 | 1 | 103 | 99 | 105 | 100
CC(C)CN1CCC(=O)N([C@H](CO)Cc2ccccc2)CC1 | 0 | 96 | -7 | 9 | 104 | 96 | 88 | 110
CCCN1C2CCCC1CC(NC(=O)NC13CC4CC(CC(C4)C1)C3)C2 (configuration not stated) | 2 | 107 | 5 | 0 | 101 | 92 | 92 | 109
COC(=O)c1ccc(Oc2nc3ccccc3n3c(C)nnc23)cc1 | 9 | 88 | -6 | 6 | 91 | 93 | 100 | 96
COc1ccc(CCNC(=O)CCc2nc3sc4c(c3c(=O)[nH]2)CCCC4)cc1 | 25 | 95 | -5 | -1 | 103 | 104 | 98 | 101
COCCn1cc(C(=S)N2CCOCC2)c2ccccc21 | 0 | 100 | 8 | -4 | 102 | 99 | 104 | 103
COc1cc(C(=O)NCc2nnc(SCC(=O)N3CCOCC3)o2)cc(OC)c1OC | 0 | 97 | 4 | -7 | 99 | 100 | 100 | 100
Cc1cccc(C(=O)NCC2CCN(C(=O)c3cccc(C)c3)CC2)c1 | 1 | 86 | 5 | 10 | 98 | 85 | 83 | 91
CN(C1CC(C)(C)NC(C)(C)C1)S(=O)(=O)CC12CCC(CC1=O)C2(C)C (configuration not stated) | -2 | 106 | -8 | 0 | 98 | 106 | 109 | 101
CC[n+]1ccc(C[n+]2ccccc2)c2ccccc21 | 5 | 103 | -11 | -6 | 102 | 103 | 98 | 104
Cc1ccc(C)c(OCC(=O)N2CCN(C(=O)c3ccco3)CC2)c1 | -1 | 107 | 7 | 0 | 110 | 108 | 99 | 105
COc1ccc(NC(=O)CCNS(=O)(=O)c2cccc3nsnc23)cc1OC | -1 | 93 | -7 | 4 | 95 | 92 | 99 | 98
Cc1cc(C)nc(SCCS(=O)(=O)Cc2ccc(Cl)cc2)n1 | -2 | 101 | 7 | 9 | 95 | 101 | 99 | 104
Cc1c(NC(=O)c2cccnc2C(=O)O)cccc1C(=O)O | -3 | 101 | -1 | -7 | 104 | 114 | 99 | 104
CCc1cccc(C)c1NC(=O)COC(=O)CNS(=O)(=O)/C=C/c1ccccc1 | 4 | 94 | -4 | -3 | 103 | 95 | 95 | 104
CCn1nc(C)c(CN2CCc3c([nH]c4ccccc34)C2C(C)(C)C)c1C (configuration not stated) | 6 | 99 | 2 | -8 | 100 | 109 | 100 | 100
COCc1cc(=O)[nH]c(SCC(=O)Nc2ccccc2)n1 | -2 | 101 | 5 | 1 | 103 | 103 | 109 | 110

An excerpt of these results, as tab-separated lines:
mol	AHR activator	CIT2 TOR yeast	procasp3 activ	proCasp7 act	RPL19A-GFP yeast	AGP1 TOR yeast	LAP4 TOR yeast	MEP2 TOR yeast
CC(=O)NC1(NC(C)=O)CCN(C)CC1	0	101	0	0	94	92	92	104
CC(C)COc1ccc(C(=O)Nc2scc(-c3ccc(Cl)cc3Cl)c2C(N)=O)cc1	-2	86	-2	-4	99	97	94	99

Back to the main list, starting three compounds before the break.
SMILES | AHR activator | CIT2 TOR yeast | procasp3 activ | proCasp7 act | RPL19A-GFP yeast | AGP1 TOR yeast | LAP4 TOR yeast | MEP2 TOR yeast
CCc1cccc(C)c1NC(=O)COC(=O)CNS(=O)(=O)/C=C/c1ccccc1 | 4 | 94 | -4 | -3 | 103 | 95 | 95 | 104
CCn1nc(C)c(CN2CCc3c([nH]c4ccccc34)C2C(C)(C)C)c1C (configuration not stated) | 6 | 99 | 2 | -8 | 100 | 109 | 100 | 100
COCc1cc(=O)[nH]c(SCC(=O)Nc2ccccc2)n1 | -2 | 101 | 5 | 1 | 103 | 103 | 109 | 110
CCOc1ccc(-n2c(=S)sc3c(=O)n(-c4ccc(F)cc4)c(SCC(=O)O)nc32)cc1 | 1 | 103 | 4 | 4 | 107 | 102 | 107 | 112
COc1cc(C)c(S(=O)(=O)N2CCN(C)CC2)cc1C | 4 | 102 | 2 | 2 | 104 | 112 | 106 | 105
Nc1nonc1-n1nnc(C(=O)N/N=C/c2c[nH]c3ccccc23)c1-c1ccccc1 | 15 | 110 | -5 | 3 | 110 | 108 | 101 | 97
C=CCOc1cccc(/C=N/NC(=O)C(=O)NCc2ccco2)c1 | 14 | 101 | -2 | -6 | 102 | 110 | 109 | 99
CC(=O)Nc1ccccc1C | 16 | 98 | -1 | 0 | 100 | 102 | 99 | 98
Cc1ccc(S(=O)(=O)NC(=O)CSc2nc3ccccc3s2)cc1 | 16 | 92 | 0 | -5 | 95 | 101 | 102 | 99
Cc1cccc(C)c1NC(=O)CS(=O)CC(=O)N1CCN(c2ccccc2)CC1 (configuration not stated) | -2 | 94 | 9 | 6 | 106 | 100 | 107 | 102
NS(=O)(=O)c1ccc(N/N=C/c2cn(-c3ccccc3)nc2-c2cccs2)c([N+](=O)[O-])c1 | -1 | ? | 1 | 7 | 19*[may fluoresce violet] | ? | 61[may fluoresce violet] | 221*[may fluoresce violet]
CC(C)CN(C(=O)c1ccc(=O)n(C)n1)c1nc2ccccc2s1 | 18 | 99 | 7 | 3 | 101 | 106 | 101 | 104
Cc1ccc(Sc2c([N+](=O)[O-])c(=O)n(C)c3ccccc23)cc1 | 6 | 110 | -1 | 3 | 105 | 85 | 96 | 105
OCCn1c(-c2ccccc2)csc1=Nc1ccccc1 | 5 | 99 | -30 | -30 | 104 | 104 | 93 | 98
Cc1ccnn1CCC(=O)N1CCCC(Nc2ccc(F)c(F)c2)C1 (configuration not stated) | 1 | 106 | 0 | 4 | 97 | 105 | 99 | 96
CCn1c(/C=C2\C(=O)N(C)c3ccccc32)nc2ccccc2c1=O | 32 | 93 | 7 | 6 | 96 | 95 | 101 | 100
